Keap1 Nrf2 FP: Keap1-Nrf2 protein-protein interaction inhibitors, primary screen, biochemical, fluorescence polarization, single point. Keap1 Kelch-Nrf2 peptide fluorescence polarization, 1536-well. 340,000 compounds, 0.15% hits. Kelch-like ECH-associated protein 1 (Homo sapiens), Q14145. AID 504523, 2011. inhibition, % at 9.4 µM; in the data active = inhibition above about 12%;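 note: human Keap1 Kelch domain with fluorescein labeled Nrf2 9mer peptide probe; 0% = neutral control wells and 100% = peptide positive control; higher means more block of Keap1 binding to Nrf2 peptide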
C-LANA FP: inhibitors of KSHV C-LANA binding to DNA, primary screen, biochemical, fluorescence polarization, FAM-LBS DNA, MBP-C-LANA, single point. Kaposi's sarcoma herpesvirus LANA C-terminal domain (residues 932-1162) DNA binding. AID 504423, 2011. 340,000 compounds, 0.078% hits. inhibition, % at 9 µM;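 active = highest replicate inhibition at or above 60% at 9 µM, even if other replicates fall short; inactive = all replicates below 60% inhibition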;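 note: 0% = neutral control wells and 100% = 4 µM acridine orange control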
DAGLB inhibitor: DAGLB lipase inhibitors, primary screen, biochemical, fluorescence, HTS; Diacylglycerol lipase-beta (Homo sapiens), Q8NCG7; HEK293T DAGLB membrane lysate, EnzChek fluorogenic substrate; inhibition, % at 5.17 µM; 340,000 compounds, 0.059% hits; AID 504411, 2011; in the data active = inhibition above about 34%;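 note: 0% = enzyme with vehicle and 100% = wells lacking enzyme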
CAL PDZ FP-1: untagged CAL PDZ binding inhibitors, primary screen, biochemical, fluorescence polarization, HTS; 300,000 compounds, 0.92% hits; AID 602252, 2012; inhibition, % at 24.9 µM; purified CAL PDZ, TMR-peptide fluorescence polarization, 1 h;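 active = mean inhibition of at least 30% with at least half of replicates also reaching 30%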;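 note: 0% = DMSO neutral control and 100% = excess unlabeled competitor peptide PRC23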
Cardiac RTF inh: cardiac RTF calcium sensitivity inhibitors, primary screen, biochemical, IANBD-TnC fluorescence, EC70 calcium; IANBD-labeled cardiac RTF, Ca2+ fluorescence; Troponin I, cardiac muscle (Homo sapiens) + Troponin T, cardiac muscle (Homo sapiens) + …; inhibition, % at 7.15 µM; 340,000 compounds, 0.12% hits; AID 493244, 2011;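 active = inhibition above the mean inhibition of all tested compounds plus 3 SD, cut at about 17% in these data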;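 note: assay run at fixed EC70 calcium of 1.6 mM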
V-ATPase pHluor: regulators of yeast V-ATPase proton pumping, primary screen, pHLuorin cytosolic pH fluorescence. S. cerevisiae. response, % at 10 µM. 350,000 compounds, 0.37% hits. AID 504577, 2011; in the data active = response mostly above about 7.3%, no sharp cut-off; inactive = mostly below about 5.4%; note: actives read high; inactives centre near 0; some compounds called inactive have numbers as strong as hits; reference of the scale not given here
CAL PDZ FP-2: CAL PDZ peptide-binding inhibitors, primary screen, biochemical, fluorescence polarization, Cer-tagged CAL PDZ, HTS. purified CAL PDZ, TMR-peptide fluorescence polarization, 1 h. inhibition, % at 20 µM. 330,000 compounds, 0.02% hits. AID 504414, 2011;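 active = highest replicate inhibition of at least 40%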;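 note: plate controls were DMSO neutral control wells for no effect and unlabeled competitor peptide control wells for full effect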
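Assay system – tagged CAL PDZ protein CerCALP, purified · Timing – 1 h at RT · Compound – single point, 20 µM · Measured by – fluorescence polarization from S- and P-plane intensities, G-factor corrected · Evaluation – inhibition from polarization loss · Probe or stimulus – TMR reporter peptide T*-PRC34 · Buffer or medium – pH 7.4 phosphate-saline buffer, reducing agent, detergent, IgG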
Arrestin-AP2 inh: inhibitors of beta-arrestin/AP2 binding, primary screen, biochemical, GPCR trafficking, flow cytometry. beta-arrestin 1 C-terminal peptide binding to AP2 beta2-adaptin appendage (human). FITC-arrestin peptide / GST-AP2 beads; AP2 beta2 appendage carries R879A mutation. inhibition, % at 10 µM. 340,000 compounds, 0.31% hits. AID 504490, 2011;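 active = inhibition above a set limit, near 3 SD of compounds lacking own fluorescence, cut at about 54% in these data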;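 note: plate controls were DMSO wells for no effect and 5 µM unlabelled arrestin peptide for full effect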
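System: GST-AP2 R879A glutathione beads | Also added: FITC-arrestin peptide, 50 nM | Times: 12 min plus 1 h, RT | Signal: Bead flow cytometry, FITC channel | Buffer or medium: PBS with 0.05% Tween 20 and 0.1% BSA | Read-out basis: Percent drop in bead-associated FITC signal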
Pemphigus Ab inh: inhibitors of pemphigus antibody binding to DSG3, primary screen, biochemical, bead-based, flow cytometry, scFv-GFP; DSG3-coupled beads, scFv-anti-DSG3-GFP binding; active compounds read low; binding (percent of control), % at 10 µM; 310,000 compounds, 0.48% hits;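 active = binding more than 3 SD below its plate's average and above zero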;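 note: hits lower antibody fragment binding to DSG3; some compounds called inactive have numbers as strong as hits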
Target sequence (P32926 whole entry, looked up, the tested form may be a part): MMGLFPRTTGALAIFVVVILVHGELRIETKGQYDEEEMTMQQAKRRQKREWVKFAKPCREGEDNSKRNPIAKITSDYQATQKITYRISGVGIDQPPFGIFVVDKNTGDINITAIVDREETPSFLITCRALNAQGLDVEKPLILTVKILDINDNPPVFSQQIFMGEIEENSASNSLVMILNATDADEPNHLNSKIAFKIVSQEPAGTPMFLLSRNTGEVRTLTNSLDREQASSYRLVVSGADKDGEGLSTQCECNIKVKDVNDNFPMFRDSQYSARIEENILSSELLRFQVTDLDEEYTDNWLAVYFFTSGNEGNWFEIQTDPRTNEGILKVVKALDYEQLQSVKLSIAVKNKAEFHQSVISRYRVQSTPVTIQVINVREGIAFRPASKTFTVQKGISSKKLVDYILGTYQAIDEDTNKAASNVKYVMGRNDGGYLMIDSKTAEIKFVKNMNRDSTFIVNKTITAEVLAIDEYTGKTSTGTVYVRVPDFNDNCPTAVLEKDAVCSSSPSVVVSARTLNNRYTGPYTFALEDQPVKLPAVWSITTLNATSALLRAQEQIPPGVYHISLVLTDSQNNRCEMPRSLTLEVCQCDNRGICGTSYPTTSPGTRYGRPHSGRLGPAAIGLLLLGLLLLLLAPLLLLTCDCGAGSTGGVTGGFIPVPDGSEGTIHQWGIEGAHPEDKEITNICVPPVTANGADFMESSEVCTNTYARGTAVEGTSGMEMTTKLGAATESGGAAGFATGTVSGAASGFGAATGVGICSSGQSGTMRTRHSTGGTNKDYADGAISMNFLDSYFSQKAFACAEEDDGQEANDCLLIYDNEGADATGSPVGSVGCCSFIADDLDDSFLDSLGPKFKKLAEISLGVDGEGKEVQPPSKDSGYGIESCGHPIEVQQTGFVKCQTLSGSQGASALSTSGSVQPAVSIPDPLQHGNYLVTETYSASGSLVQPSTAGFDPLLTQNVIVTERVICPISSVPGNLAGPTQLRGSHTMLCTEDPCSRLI
NSD2 HMT inh: NSD2 histone methyltransferase inhibitors, primary screen, biochemical, AlphaScreen, single concentration, set 2; Histone-lysine N-methyltransferase NSD2 (Homo sapiens), O96028; NSD2 peptide methylation, 120 min; inhibition, % at 12.5 µM; 310,000 compounds, 0.54% hits; AID 743445, 2014; in the data active = inhibition above about 50%
* = called active by the depositor; . = no result given. Only part of the results is shown, so the mix of outcomes need not match the whole.

SMILES | Keap1 Nrf2 FP | C-LANA FP | DAGLB inhibitor | CAL PDZ FP-1 | Cardiac RTF inh | V-ATPase pHluor | CAL PDZ FP-2 | Arrestin-AP2 inh | Pemphigus Ab inh | NSD2 HMT inh
C=C(C)COc1ccc(-c2ncncc2-c2ccc(OC)cc2)c(O)c1 | -3 | -1.5 | -3 | 10 | -4 | 5 | 0.5 | 37 | 108 | 2
O=C(CCSc1ccccc1)Nc1nc2c(s1)CCCC2 | 1 | 0.3 | -4 | . | -13 | 0 | -2.4 | 17 | 94 | 2
CC1(C)CC(=O)C2=C(C1)OC(N)=C(C#N)C2c1ccsc1 (stereo not given) | -3 | 1.2 | -2 | . | 1 | -1 | -0.2 | 2 | 97 | 6
COC(=O)CCC(=O)OC1(C)C(=O)C=C2C=C(C3CC3)N(C3CC3)C=C2C1=O (stereo not given) | -4 | -0.1 | -3 | -1 | -3 | -7 | -0.1 | 33 | 96 | .
c1nnc(NCNc2nncs2)s1 | . | . | -2 | . | . | -4 | . | . | 104 | 1
CC(C)(C)C(=O)Nc1nnc(-c2ccccc2)c(-c2ccccc2)n1 | -1 | 1.1 | 0 | -2 | 0 | -3 | -1.4 | 8 | . | -1
CCc1ccc(S(=O)(=O)Nc2c(C)nn(C)c2C)cc1 | -6 | 2.0 | 0 | 0 | -3 | 1 | -0.6 | -7 | 105 | 0
C(=N\Nc1nc(N2CCOCC2)nc(N2CCOCC2)n1)/c1cccnc1 | -7 | -1.4 | 1 | . | -9 | -1 | -1.9 | 0 | 102 | -1
O=C(NCCCN1CCCC1=O)C(=O)NCC1OCCCN1S(=O)(=O)c1cc(F)ccc1F (stereo not given) | -6 | -0.3 | -2 | -4 | -3 | 7 | -1.3 | 5 | . | 1
Cc1cccc(C(=O)NC(=S)N2CCN(c3ccc([N+](=O)[O-])cc3)CC2)c1 | -3 | -0.7 | 0 | -1 | 0 | -1 | -1.4 | -8 | 99 | .
CC(NC(=O)COC(=O)C1=COCCO1)C12CC3CC(CC(C3)C1)C2 (stereo not given) | -5 | 0.4 | -2 | 8 | -14 | 3 | . | 3 | 101 | 3
Cc1ccc(S(=O)(=O)Nc2cccc(Cl)c2)cc1NC(=O)C1CC1 | 4 | -3.1 | 1 | -3 | -10 | 0 | 0.7 | 4 | 98 | 0
Cc1c(NC(=O)C(C)OC(=O)CCOc2ccccc2)c(=O)n(-c2ccccc2)n1C (stereo not given) | -3 | -1.5 | -2 | -3 | 2 | 0 | -0.7 | -13 | 109 | -1
COC(=O)c1ccc(C(=O)OC)c(NC(=O)COC(=O)CC2CC3CCC2C3)c1 (stereo not given) | 0 | -3.2 | -4 | 12 | 4 | 2 | . | -7 | 88 | -2
COc1cc(NS(=O)(=O)c2ccc(NC(=O)c3cccnc3)cc2)ncn1 | -5 | -0.6 | 0 | 0 | -2 | -4 | -0.1 | 18 | 106 | 1
CC(=O)c1ccc(OCC(O)CN2CCN(S(=O)(=O)c3cccc(Br)c3)CC2)cc1 (stereo not given) | 3 | -0.3 | -1 | 35* | -21 | -1 | -1.1 | -18 | 102 | -2
COc1ccc2c(c1)c(=O)c(C(=O)O)c(-c1ccc3c(c1)OCO3)n2C | -6 | 0.0 | -2 | 0 | -4 | -2 | -0.3 | 21 | 91 | -3
COc1ccc(/C=N/n2c(C)nnc2C)c(OC)c1OC | -2 | 0.6 | -2 | 0 | 3 | -1 | 1.4 | 5 | 101 | -3
O=C(Nc1nccs1)c1ccc(-c2ccccc2Cl)o1 | 3 | -1.6 | -2 | -2 | -3 | -5 | -5.2 | 4 | 122 | 1
O=C(Nc1cccc(Br)c1)c1ccn[nH]1 | -6 | 0.2 | 0 | -2 | -7 | -1 | -0.6 | 5 | 105 | -5
Cc1ccc(C)c(S(=O)(=O)N2CCCOC2CNC(=O)C(=O)NC2CCCCC2)c1 (stereo not given) | -4 | 1.1 | 1 | -3 | -1 | 6 | -0.6 | -3 | 114 | 3
CC1CN(c2nnnn2-c2ccccc2)CC(C)O1 (stereo not given) | 1 | 0.4 | -2 | 2 | -7 | -4 | 0.1 | 2 | 106 | -1
O=C1CC(c2cccs2)Sc2nc3ccccc3n21 (stereo not given) | -4 | -1.3 | -1 | 1 | 8 | -1 | -2.2 | -3 | 107 | 0
CCN(C(=O)COC(=O)c1ccc(Cl)cc1N)C1CCCCC1 | -4 | 0.8 | -6 | -2 | -20 | -2 | -0.8 | 4 | 114 | -4
Cc1nc(-c2cccc3ccccc23)ccc1C(=O)O | -4 | -0.4 | -2 | -2 | 1 | -2 | -1.9 | 8 | 98 | -2
Further compounds:
SMILES | Keap1 Nrf2 FP | C-LANA FP | DAGLB inhibitor | CAL PDZ FP-1 | Cardiac RTF inh | V-ATPase pHluor | CAL PDZ FP-2 | Arrestin-AP2 inh | Pemphigus Ab inh | NSD2 HMT inh
C=CCC[C@@H](Cc1ccc(F)cc1)C(=O)OC[C@@H](C)NC(=O)[C@@H](CC=C)CC(=O)N[C@H](CO)Cc1ccccc1 | 1 | 0.7 | -4 | -2 | -3 | 4 | -0.6 | -2 | 103 | .
CCCCCc1c(C)nc(N2CCN(Cc3ccc4c(c3)OCO4)CC2)[nH]c1=O | 6 | 1.3 | 0 | -3 | -3 | 0 | -0.4 | 10 | 100 | -2
COc1ccc(NC(=O)C(Cc2cc(C)cc(C)c2)C(C)C(=O)O)cc1 (stereo not given) | -3 | -1.5 | -2 | -5 | -9 | 6 | -25 | 2 | 106 | -2
O=C(Nc1ccc(NC(=O)c2ccc(Cl)cc2Cl)cc1)c1cccs1 | -5 | 0.2 | 0 | -2 | 10 | 1 | -3.1 | 15 | . | -1
COc1cccc(N2CCN(c3ncccn3)CC2)c1 | -8 | -3.5 | -7 | 10 | -12 | -3 | -0.6 | -3 | 105 | -3
Cc1cc(-c2ccccc2)nc2cc(C(=O)N(Cc3ccccc3)Cc3ccccc3)nn12 | 0 | 0.3 | -3 | -3 | -31 | 1 | -2.2 | -1 | . | -1
Nc1nnc(SCC(=O)N2CCN(Cc3ccccc3)CC2)s1 | -5 | -2.4 | 0 | 2 | 1 | 0 | -0.2 | -15 | 97 | -1
CCCNC(=O)CN1CCN(c2cc3ccccc3c(Cl)n2)CC1 | -4 | 3.4 | -1 | 0 | -6 | -6 | -0.6 | 8 | 109 | -2
O=C(O)c1cccc(N/N=C/c2cccnc2)c1 | 1 | 2.2 | -1 | 1 | -4 | -2 | -18 | 15 | 100 | -4
CCC(C)c1cc(S(=O)(=O)N2CCOCC2)ccc1OC (stereo not given) | 1 | 0.8 | -6 | -4 | 7 | -3 | -0.8 | 10 | . | 2
Cn1ncc(N2CCN(S(=O)(=O)c3ccc(Br)cc3)CC2)c(Cl)c1=O | 0 | 0.4 | -1 | -2 | 1 | -1 | -0.2 | -9 | 143 | -2
CC(c1ccccc1)N1C(=O)C2C3C=CC(C4CC34)C2C1=O (stereo not given) | -3 | 1.0 | -2 | 2 | -15 | -1 | -2.3 | -7 | 105 | -4
CCCCCCCCCC(=O)OCC(O)CO (stereo not given) | 1 | 1.8 | 1 | -7 | 6 | 0 | -0.3 | 25 | 90 | .
C=CCn1c(SCc2ccc(C(=O)Nc3nccs3)cc2)nnc1-c1ccc(C)c(Cl)c1 | 2 | 0.9 | -1 | 5 | 0 | -1 | -2.8 | -12 | 105 | -2
CCc1c(C(=O)Nc2ccncc2)csc1C | -7 | 0.9 | -2 | -1 | -11 | . | -2.9 | -3 | 107 | -1
Nc1c(C=C2C=CC(=O)C=C2)c(=O)nc2sc(CC(=O)N3CCCCC3)nn12 | -1 | 30 | 1 | -5 | -2 | -3 | -2.4 | 17 | 106 | 4
CCCCc1ccc(NC(=S)NCCc2ccc(F)cc2)cc1 | 0 | 1.0 | -11 | -6 | -2 | 5 | -2.9 | 5 | 74 | 0
O=C(CSc1nnc(NC(=O)c2ccccc2)s1)NC1CCCC1 | -7 | -0.8 | 2 | -3 | -4 | -2 | 0.7 | 4 | 108 | -2
COc1ccc(OCCNS(=O)(=O)Cc2ccccc2)cc1 | -5 | 0.4 | -2 | -1 | 4 | -3 | -0.3 | 0 | 110 | -1
COc1ccc(S(=O)(=O)N(C)c2ccc(C(=O)N3CCCCC3)cc2)cc1 | 0 | -0.9 | -2 | -1 | 0 | 0 | -1.2 | -8 | 113 | -2
Cc1nccn1CC(=O)N/N=C/c1cc(Br)cs1 | 1 | 1.8 | -2 | -6 | 6 | -1 | -0.8 | 34 | 109 | 1
Cc1ccc(/C=C(\NC(=O)c2ccccc2)C(=O)NC2CCN(Cc3ccccc3)CC2)o1 | 1 | -0.9 | 2 | 0 | -9 | -4 | 0.9 | 25 | 99 | 2
CCOC(=O)c1cnn(C)c1NC(=O)c1ccc([N+](=O)[O-])cc1 | -8 | -0.5 | 2 | . | -10 | -4 | -0.3 | -6 | 121 | -1
COC(=O)c1sc(-c2ccccc2)cc1NC(=O)c1ccc(OC)cc1 | -2 | 0.0 | 1 | 1 | -11 | 3 | -3.0 | . | 101 | -1

Of the compounds above, 4 have an aryl thioether with sulfur outside any ring:
SMILES | Keap1 Nrf2 FP | C-LANA FP | DAGLB inhibitor | CAL PDZ FP-1 | Cardiac RTF inh | V-ATPase pHluor | CAL PDZ FP-2 | Arrestin-AP2 inh | Pemphigus Ab inh | NSD2 HMT inh
O=C(CCSc1ccccc1)Nc1nc2c(s1)CCCC2 | 1 | 0.3 | -4 | . | -13 | 0 | -2.4 | 17 | 94 | 2
Nc1nnc(SCC(=O)N2CCN(Cc3ccccc3)CC2)s1 | -5 | -2.4 | 0 | 2 | 1 | 0 | -0.2 | -15 | 97 | -1
C=CCn1c(SCc2ccc(C(=O)Nc3nccs3)cc2)nnc1-c1ccc(C)c(Cl)c1 | 2 | 0.9 | -1 | 5 | 0 | -1 | -2.8 | -12 | 105 | -2
O=C(CSc1nnc(NC(=O)c2ccccc2)s1)NC1CCCC1 | -7 | -0.8 | 2 | -3 | -4 | -2 | 0.7 | 4 | 108 | -2

Assay outcomes: PubChem BioAssay, several laboratories
